# Screening data (PubChem BioAssay)
# BLM helicase inh: qHTS Assay for Inhibitors of Bloom's syndrome helicase (BLM). RecQ-like DNA helicase BLM (Homo sapiens), P54132. Potency, µM (top dose mostly 56.1 µM), without a hit: at the highest dose activity change, negative = inhibition, hits mostly inhibitors. actives 0.2% (n = 350,000). recombinant BLM DNA unwinding, fluorescence dequenching. AID 2528, 2010;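 also: potency is read from the fitted curve at half-maximal effect; plate controls were vehicle for no effect and no enzyme for full effect; nearly all actives have a fitted effect of over 35% in size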
# POLB inh: qHTS Assay for Inhibitors of DNA Polymerase Beta. P06746. Pol beta primer extension/strand displacement, fluorescence kinetic. Potency, µM (titrated, usually from 114 µM), for inactives: top-dose activity change, negative = inhibition, most hits filed as inhibitors. actives 1.3% (n = 340,000). AID 485314, 2010; also: potency is read from the fitted curve at half-maximal effect; % is scaled to controls: 0 for no effect and ±100 for the full control effect
#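 Curves were derived by four-parameter Hill fits of normalized qHTS data. The kinetic fluorescent primer-extension read was taken at 0 and 10 min after 50 nM substrate, following a 15 min room-temperature preincubation of 10 nM enzyme with compounds.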
# LDHA inh: qHTS assay for inhibitors of human lactate dehydrogenase | L-lactate dehydrogenase A chain (Homo sapiens), P00338 | purified LDHA, NADH/diaphorase-resazurin fluorescence; hits give low values | activity change, % (values are at about 110 or 230 µM) | actives 0.15% (n = 480,000); in the data active = activity change below about -30%; inconclusive = mostly about -25% to -30%;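 also: plate controls were DMSO wells for no effect and wells without enzyme for full effect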
#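 Human LDH5 at 2 nM final in Tris HCl pH 7.4 with 0.06 mM NADH and 0.2 mM pyruvate, reacted 5 minutes at room temperature. Remaining NADH coupled via diaphorase/resazurin; resorufin fluorescence read at 0 and 20 minutes, normalized to enzyme-free and DMSO wells.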
# Pol eta inh: qHTS for Inhibitors of Polymerase Eta. Potency, µM (highest dose often 114 µM), without a hit: at the top dose activity change, negative = inhibition, actives largely listed as inhibitors. recombinant Pol eta, fluorescent DNA replication assay. actives 1.2% (n = 390,000); also: potency is read from the fitted curve at half-maximal effect; % is scaled to controls: 0 for no effect and ±100 for the full control effect
#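 Pol eta at 10 nM preincubated with compounds 15 min at room temperature; reaction started with fluorescent substrate (50 nM final) and read kinetically at 0 and 10 min.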
# Pol iota inh: qHTS for Inhibitors of Polymerase Iota; actives 1% (n = 390,000); Potency, µM (titrated, usually from 115 µM), for the others: top-dose activity, negative = inhibition, hits mostly inhibitors; DNA polymerase iota (Homo sapiens), Q9UNA4; Pol iota fluorescent replication assay, 10 min; also: potency is read from the fitted curve at half-maximal effect
# Target sequence (Q9UNA4 whole entry, looked up): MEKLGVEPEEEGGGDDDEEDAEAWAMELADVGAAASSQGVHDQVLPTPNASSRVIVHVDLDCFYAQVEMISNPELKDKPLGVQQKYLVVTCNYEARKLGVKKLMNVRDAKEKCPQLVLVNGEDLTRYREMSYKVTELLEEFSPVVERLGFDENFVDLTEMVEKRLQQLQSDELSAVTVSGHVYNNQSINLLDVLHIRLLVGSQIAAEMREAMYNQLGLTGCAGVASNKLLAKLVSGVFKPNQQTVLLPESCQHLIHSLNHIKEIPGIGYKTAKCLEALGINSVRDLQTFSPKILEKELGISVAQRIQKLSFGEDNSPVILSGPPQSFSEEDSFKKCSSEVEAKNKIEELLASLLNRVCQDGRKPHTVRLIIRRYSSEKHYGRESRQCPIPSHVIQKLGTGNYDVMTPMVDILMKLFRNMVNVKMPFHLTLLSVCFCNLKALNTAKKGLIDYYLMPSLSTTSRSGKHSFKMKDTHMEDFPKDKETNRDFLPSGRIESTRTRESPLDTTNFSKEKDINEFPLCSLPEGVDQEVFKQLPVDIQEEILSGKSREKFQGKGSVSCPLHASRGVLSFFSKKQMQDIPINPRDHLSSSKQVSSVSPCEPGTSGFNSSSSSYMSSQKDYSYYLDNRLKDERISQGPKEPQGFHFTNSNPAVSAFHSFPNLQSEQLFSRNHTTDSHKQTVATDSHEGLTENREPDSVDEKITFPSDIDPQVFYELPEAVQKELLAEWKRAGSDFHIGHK
#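 Fluorescent replication assay read twice, at 0 min and 10 min after adding 50 nM (final) substrate. Enzyme (10 nM) and compounds were first incubated 15 min at room temperature; enzyme-free buffer wells were negative controls.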
# POLK inh: qHTS for Inhibitors of Polymerase Kappa. purified Pol kappa, fluorescent DNA synthesis assay, 10 min. Potency, µM (titrated, usually from 107 µM), without a hit: at the highest dose activity, negative = inhibition, actives largely listed as inhibitors. DNA polymerase kappa (Homo sapiens), Q9UBT6. actives 0.53% (n = 400,000); also: potency is read from the fitted curve at half-maximal effect; % is scaled to controls: 0 for no effect and ±100 for the full control effect
#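 Here, compound and 10 nM enzyme are combined for 15 min at room temperature; adding 50 nM substrate (final) starts DNA synthesis, tracked by fluorescence at 0 and 10 min against buffer-only wells.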
# APE1 inh: qHTS Assay for Inhibitors of the Human Apurinic/apyrimidinic Endonuclease 1 (APE1). DNA repair nuclease/redox regulator APEX1 (Homo sapiens), P27695. recombinant APE1, TAMRA/BHQ-2 abasic DNA cleavage fluorescence. Potency, µM (highest dose often 65.8 µM), for inactives: top-dose activity change, negative = inhibition, hits mostly inhibitors. actives 0.35% (n = 350,000);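 also: potency is read from the fitted curve at half-maximal effect; plate controls were vehicle for no effect and reference inhibitor for full effect; nearly all actives have a fitted effect of over 55% in size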
# Target sequence (P27695 whole entry, looked up): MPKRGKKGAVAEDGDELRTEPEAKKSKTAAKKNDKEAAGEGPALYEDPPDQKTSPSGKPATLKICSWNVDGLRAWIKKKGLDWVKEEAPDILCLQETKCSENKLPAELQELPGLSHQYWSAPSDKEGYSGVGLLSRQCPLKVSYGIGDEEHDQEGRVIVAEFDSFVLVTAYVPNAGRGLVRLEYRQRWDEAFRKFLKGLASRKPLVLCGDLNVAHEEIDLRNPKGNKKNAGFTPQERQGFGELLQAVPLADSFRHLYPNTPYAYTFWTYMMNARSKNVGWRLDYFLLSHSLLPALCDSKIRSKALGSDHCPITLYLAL
#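 0.75 nM APE1 + cpd, 15 min RT; start w/ 50 nM TAMRA/BHQ-2 THF-abasic dsDNA; kinetic fluor 525/598 nm ×3 reads @60 s; Δ(read3−read1); normalized to DMSO and NSC13755 control wells.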
# Glioma ERSR ind: qHTS for Inducers of the Endoplasmic Reticulum Stress Response (ERSR) in Human Glioma: qHTS | U87-MG GRP78 promoter luciferase reporter, 16 h | Potency, µM, without a hit: at the highest dose activation, usual class: activators | actives 0.02% (n = 420,000); also: potency is read from the fitted curve at half-maximal effect; series mostly up to about 76 µM; % of control where 0% means no effect; nearly all actives have a fitted effect of over 35% in size
#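 Stably transfected U87-MG human glioma cells carrying a GRP78-based luminescent sensor were seeded at 1000 cells/well, pin-dosed with compounds and incubated 16 h. Luciferase reagent was then added, and end-point luminescence was read after 10 min at room temperature.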
# Anesthetic bind: qHTS Assay for Identification of Novel General Anesthetics; actives 0.074% (n = 350,000); AID 485281, 2010; Potency, µM (series often up to 77.5 µM), inactives show at the top dose activity change, negative = displacement, actives largely listed as inhibitors; apoferritin/1-aminoanthracene competitive binding, fluorescence; Ferritin light chain (Equus caballus), P02791; also: potency is read from the fitted curve at half-maximal effect; % is scaled to controls: 0 for no effect and ±100 for the full control effect; nearly all actives have a fitted effect of over 20% in size
#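 Horse-spleen apoferritin (10 uM) in 50% saturated 1-aminoanthracene in PBS was incubated 10 min at room temperature with compound. Fluorescence (ex 380, em 535 nm) was normalized to free and bound 1-AMA, with concentration-response fitted by a four-parameter Hill equation.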
# * = called active by the depositor; u = inconclusive; x = not tested or not shown; & = joins results of further samples; [ ] = another dose, or the depositor's remark. Unless noted, calls follow the shape of the dose curve; as a rule, active = well fitted curve in the direction sought with a large enough effect; inconclusive = small, poorly fitted or top-dose-only effect, or another doubt; inactive = no such curve, though single readings can be large; an effect the other way counts as inactive or inconclusive.
# Below each SMILES: BLM helicase inh	POLB inh	Pol iota inh	Glioma ERSR ind	LDHA inh	Pol eta inh	APE1 inh	Anesthetic bind	POLK inh
- Cc1cnn(-c2ccc3nnc(-c4ccc(Cl)cc4)n3n2)c1
  -4.1%	30.3%	24.7%	-6.6%	-1.6	-13.5%	0.5%	-16.8%	-1.2%
- O=C(Cc1cccs1)NCc1cccs1
  -4.8%	-24.7%	u	-3.8%	6.2	-0.4%	-6.0%	-16.3%	-9.5%
- COc1ccc(/C=C/C(=O)Nc2ccc(Cl)c(Cl)c2)cc1OC
  -11.9%	15.5%	50.2%	x	-1.8	x	x	11.2%	-1.2%
- O=C(c1cc2c(F)cccc2s1)N1CCCC1
  -1.4%	u	35.3%[activator]	4.7%	-7.0	-19.1%	u	-17.5%	-3.3%
- FC(F)(F)c1cccc(Nc2nc(N3CCOCC3)nc(N3CCOCC3)n2)c1
  -9.7%	-14.4%	7.4%	-2.9%	0.9	-8.9%	0.5%	-14.2%	8.8%
- CCc1ccc(NC(=O)c2ccc(F)c(S(=O)(=O)N3CCC4(CC3)OCCO4)c2)cc1
  -11.4%	7.1%	7.7%	2.8%	4.1	1.9%	x	-14.6%	-11.1%[60.1 µM]
- COc1ccccc1CN1CCC2(CC1)CCN(C(=O)c1csnn1)CC2
  -10.0%	x	x	-2.8%	x	x	0.7%	x	-8.5%[60.1 µM]
- CCOC(=O)c1c(C)[nH]c(C)c1S(=O)(=O)NCC(=O)Nc1cc(C)ccc1OC
  -1.9%	-2.3%	14.4%	-2.1%	1.2	0.6%	x	-11.0%	5.9%
- Cc1ccnc(NC(=O)CSc2ccccn2)c1
  -1.1%	2.1%	15.5%	1.2%	1.0	-11.8%	-4.5%	-9.0%	7.6%
- O=C(CSc1nnc(-c2ccncc2)n1-c1ccc(F)cc1)NNC(=O)c1cccc(O)c1
  -11.2%	21.4%	0.4%	-3.5%	-5.1	-12.5%	4.7%	1.4%	-23.7%
- CCCCc1cc(=O)oc2cc(OCC(=O)N[C@@H](Cc3ccccc3)C(=O)O)ccc12
  -0.7%	-11.9%	18.3%	-0.8%	-5.7	-8.3%	8.0%	-11.1%	-13.3%
- COCCNC(=O)CN1C(=O)COc2ccc(Cl)cc21
  -2.6%	6.6%	38.0%[activator]	0.8%	-1.8	-10.9%	-1.0%	-9.7%	-6.4%
- OCCN1CCN(c2ncnc3ccc(Br)cc23)CC1
  2.1%	2.9%	-14.7%	-6.4%	-0.4	-13.1%	u	-6.5%	11.2%
- C#CCN(CC=C)C(=O)CCc1nnc(COc2ccccc2)o1
  -6.2%	25.4%	3.4%	8.7%	-2.1	-12.1%	3.4%	-15.2%	3.4%
- Cc1csc2c(N3CCN(C(=O)Nc4ccc(OC(F)(F)F)cc4)CC3)ncnc12
  0.4%	-23.0%	122.7%[activator]	-1.7%	-7.5	1.7%	-0.3%	u	-16.3%
- CCn1c(COc2ccccc2C)nnc1SCC(=O)CC(=O)Nc1ccccc1
  -14.4%	16.7%	0.0%	-0.5%	-6.3	-11.7%	10.5%	u	-9.1%
- CC(Oc1ccc(S(=O)(=O)N2CCCC2)cc1[N+](=O)[O-])C(=O)NC1(C#N)CCCCC1 (centres undefined)
  x	x	22.5%	-3.7%	-1.0	-14.1%	-13.0%	x	8.7%
- Cc1ccc(Cl)cc1N1CCN(S(=O)(=O)c2ccc3c(c2)NC(=O)C(C)C(=O)N3)CC1 (centres undefined)
  -3.6%	-3.0%	u	-7.2%	-16.1	3.8%	6.5%	-11.4%	-19.9%
- CCCc1nnc(NC(=O)CCC(=O)N2CCN(S(=O)(=O)c3ccc(OC)cc3)CC2)s1
  -0.9%	-1.2%	-2.2%	-4.1%	-1.8	-24.7%	43.0%	-1.8%	-3.8%
- CCc1nn(CC(=O)N2CCCCCC2)c(=O)c2cc3ccccc3n12
  0.1%	44.1%	-1.2%	-3.9%	-0.1	-3.1%	-16.5%	-10.7%	-11.9%
- COc1cc(/C=C/C(=O)OCC(=O)NCC2CCCO2)ccc1OCC#N (centres undefined)
  -0.4%	82.4%	34.5%[activator]	-0.3%	-2.4	-21.6%	-2.1%	-0.9%	-6.4%
- O=C(CC(Nc1ccc(F)cc1)C(=O)OCC(=O)c1cccs1)c1ccccc1 (centres undefined)
  -9.9%	3.1%	28.7%	3.0%	-2.4	-24.4%	-8.0%	2.6%	-10.2%
- Clc1ccc(NNc2ccnc3cc(Cl)ccc23)cc1
  0.6%	-11.6%	23.1%	-2.6%	-6.6	-13.4%	-3.9%	-15.9%	1.3%
- COc1ccccc1CNC(=O)CN1C(=O)CCn2nc(-c3ccccc3)cc21
  1.0%	-2.3%	-6.8%	-2.9%	-9.2	-8.4%	x	-6.9%	-6.7%
- COCCn1c(C(=O)N(C)C)cc2c1C[C@H]1CN(C(=O)c3ccccc3)[C@@](Cc3ccc(F)cc3)(C(=O)OC)[C@@H]21
  1.3%	x	x	x	5.3	x	12.4%	1.5%	x
- Cc1cc(-n2c(=O)c(C#N)cc3c(=O)n4cccc(C)c4nc32)no1
  0.6%	18.8%	3.7%	-4.2%	0.7	0.3%	-1.5%	159.9%[activator]	-7.9%
- O=C(c1cccc(F)c1)N1CCN(C(=O)c2cc3ncc(Br)cn3n2)CC1
  -15.2%	u	-46.8%	-2.1%	-16.0	-11.4%	-5.2%	-7.2%	-25.2%
- CCC(Sc1nc(=O)cc(N)n1-c1ccccc1)C(=O)Nc1cc(C)on1 (centres undefined)
  1.6%	19.1%	-7.8%	-2.4%	-5.4	-7.1%	-0.6%	-5.8%	5.7%
- CC(C)[C@H](NC(=O)c1ccccc1F)C(=O)NC1CCCCC1
  x	x	-10.9%	-2.0%	-1.6	-9.6%	-8.5%	x	-1.4%
- Clc1ccc(-c2nnc(C3CC3)o2)cc1
  -4.0%	23.5%	44.6%[activator]	1.1%	-10.4	-5.8%	2.4%	-9.3%	-5.9%

# An excerpt from above in order of the Pol eta inh value, low to high:
Structure | Pol eta inh
OCCN1CCN(c2ncnc3ccc(Br)cc23)CC1 | -13.1%
Cc1ccnc(NC(=O)CSc2ccccn2)c1 | -11.8%
CCOC(=O)c1c(C)[nH]c(C)c1S(=O)(=O)NCC(=O)Nc1cc(C)ccc1OC | 0.6%

# Continued.
# Below each SMILES: BLM helicase inh	POLB inh	Pol iota inh	Glioma ERSR ind	LDHA inh	Pol eta inh	APE1 inh	Anesthetic bind	POLK inh
- CC(=O)Nc1ccc2nc(SCCOc3ccccc3)sc2c1
  -5.8%	0.9%	16.6%	-0.2%	-4.6	-22.3%	x	-12.9%	-2.1%
- COCC(=O)NC1CCN(CC(=O)Nc2ccc(OC)cc2[N+](=O)[O-])CC1
  -4.1%	-2.3%	u	-1.4%	4.1	-9.1%	-2.7%	-12.2%	-1.2%
- CCOC(=O)c1nnn(-c2ccc([N+](=O)[O-])cc2)c1C
  -13.6%	15.1%	4.9%	-1.5%	-0.9	-7.6%	4.6%	-1.8%	2.1%
- CNC(=O)c1csc(-c2ccccc2)n1
  -1.3%	-11.5%	1.7%	-1.3%	-4.1	-13.8%	-5.0%	-10.9%	-1.5%
- CCCNC(=O)c1nn2cc(Br)cnc2c1Cl
  -9.7%	-9.5%	90.7%[activator]	-1.2%	2.5	-3.0%	-3.3%	-5.3%	-1.4%
- CCNC(=O)c1ccc(OCC(=O)Nc2ccc(F)cc2)c(OC)c1
  0.9%	-2.1%	96.6%[activator]	-2.0%	-6.7	-11.6%	16.4%	-0.6%	0.0%
- COc1ccccc1N1CCN(CCCNC(=O)Cn2ncc3c([nH]c4ccccc43)c2=O)CC1
  5.4%&-1.5%	2.0%&-0.9%	14.4%&10.9%	-2.3%&-2.9%	-5.4&2.9	2.3%&-19.7%	-10.8%	7.8%&-13.3%	-9.9%&-3.4%
- CCOc1ccc(NC(=O)c2ccc(NC(=O)c3cn4c5c(c(N6CCN(C)CC6)c(F)cc5c3=O)OCC4C)cc2)cc1 (centres undefined)
  24.3%	-3.7%	23.9%	-4.9%	1.2	-7.1%	6.4%	-7.8%	-2.5%
- COc1ccc(S(=O)(=O)Nc2cc3c4c(c2)CC(=O)N4CCC3)cc1
  x	x	37.7%[activator]	-7.0%	-1.8	-10.0%	61.0%[activator]	x	-6.8%
- CN1C(C(=O)NCc2ccco2)CC2Cn3c(nc4cc(Cl)c(Cl)cc43)C21 (centres undefined)
  -0.5%	-1.0%	-20.2%	-1.8%	-0.1	-5.5%	3.2%	1.9%	13.2%
- Cc1cc(N)n(-c2ccc(C(=O)O)cc2)n1
  -0.4%	-0.8%	63.9%[activator]	-1.2%	-0.4	7.1%	4.2%	0.5%	-17.8%
- O=c1[nH]c(Sc2ccc([N+](=O)[O-])cc2[N+](=O)[O-])nc2ccccc12
  x	x	u	-13.7%	-6.6	u	x	x	0.0%
- NC(=O)c1ccsc1NC(=O)CSc1nnc2ccccn12
  u	25.1µM*	u	3.4%	4.5	u	u	-3.3%	-21.4%
- Cc1ccc(-c2nnn(CC(=O)NC3CCCc4ccccc43)n2)cc1 (centres undefined)
  -1.2%	-0.4%	2.2%	-3.6%	-17.4	6.7%	-6.3%	-15.4%	-8.7%
- Cc1ccc(-c2nc3ccccc3[nH]2)cc1NC(=O)/C=C/c1ccco1
  -5.9%	-54.9%	-9.6%[58.9 µM]	1.3%	-10.7	-9.6%	-4.1%	-9.2%	-18.6%

# An excerpt, so the mix of outcomes need not match the whole.
